Source: PubChem
MEKK2mut PB1 HTS: MEK5 binding signal on mutant MEKK2 PB1, primary screen, biochemical, multiplex bead flow cytometry, Alexa488-MEK5. Alexa488-MEK5 binding to MEKK2 mutant. percent response, % at 10 µM. 0.35% of 290,000 active; in the data active = percent response above about 24%, passing the limit was not always enough; also: inactives centre near 1; some results filed as inactive read as strong as hits
GalR3 antag: GalR3 antagonists in HEK293 cells, primary screen, cell-based, fluorescence readout; HEK293 GalR3-CNG cAMP membrane potential fluorescence; galR3 body fused to GalR1 C-terminus; Galanin receptor type 3 (Homo sapiens), O60755; inhibition, % at 3 µM; 0.44% of 360,000 active;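 active = inhibition above the screen-wide average plus 3 SD, cut at about 13% in these data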;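 also: forskolin and galanin both at EC90 stimulate the cells; cAMP rise reported by CNG channel membrane potential dye signal; 0% = forskolin plus galanin with DMSO and 100% = forskolin alone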
Target sequence (O60755 1-299 limits assumed): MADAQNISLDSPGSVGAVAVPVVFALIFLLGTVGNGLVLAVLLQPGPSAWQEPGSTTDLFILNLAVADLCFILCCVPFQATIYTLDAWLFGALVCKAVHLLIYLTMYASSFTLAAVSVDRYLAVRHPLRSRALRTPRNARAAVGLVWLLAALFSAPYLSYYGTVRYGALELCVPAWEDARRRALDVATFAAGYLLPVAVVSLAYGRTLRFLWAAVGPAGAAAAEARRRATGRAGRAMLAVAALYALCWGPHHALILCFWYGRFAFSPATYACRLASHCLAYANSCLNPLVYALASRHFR
OXTR potentiator: human OXTR potentiators, primary screen, fluorescence, CHO-OTR cells, Fluo-8 calcium; activation, % at 3 µM; Fluo-8 calcium fluorescence, potentiator mode; 0% = oxytocin EC15, 100% = EC100; Oxytocin receptor (Homo sapiens), P30559; 0.061% of 320,000 active;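 active = activation above that plate's cutoff, the mean activation of tested compounds plus 3 SD, cut at about 6.6% in these data, passing the limit was not always enough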;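 also: 100% uses oxytocin at 75 nM as the full agonist control; some results filed as inactive read as strong as hits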
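assay system = CHO-OTR cells, human receptor | schedule = compound 6 min at room temperature before oxytocin, 100 s read | detection = Fluo-8 intracellular calcium fluorescence, ex 470-495, em 515-575 nm | evaluation = normalized max/min fluorescence ratio, % activation | control set = EC15 oxytocin alone as 0%, 75 nM oxytocin (EC100) as 100%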
V1aR counter: agonists of human V1a receptor, primary screen, counter-screen for OXTR agonist project, fluorescence, CHO-V1R cells | Vasopressin V1a receptor (Homo sapiens), P37288 | Fluo-8 calcium fluorescence, agonist mode; 0% DMSO, 100% 3 nM vasopressin | activation, % at 3 µM | 0.25% of 320,000 active;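 active = activation above the mean activation of all tested compounds plus 3 SD, per screening run, cut at about 20% in these data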;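 also: signal is peak over basal fluorescence ratio across a 100 second FLIPR read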
Target sequence (P37288 whole entry, looked up): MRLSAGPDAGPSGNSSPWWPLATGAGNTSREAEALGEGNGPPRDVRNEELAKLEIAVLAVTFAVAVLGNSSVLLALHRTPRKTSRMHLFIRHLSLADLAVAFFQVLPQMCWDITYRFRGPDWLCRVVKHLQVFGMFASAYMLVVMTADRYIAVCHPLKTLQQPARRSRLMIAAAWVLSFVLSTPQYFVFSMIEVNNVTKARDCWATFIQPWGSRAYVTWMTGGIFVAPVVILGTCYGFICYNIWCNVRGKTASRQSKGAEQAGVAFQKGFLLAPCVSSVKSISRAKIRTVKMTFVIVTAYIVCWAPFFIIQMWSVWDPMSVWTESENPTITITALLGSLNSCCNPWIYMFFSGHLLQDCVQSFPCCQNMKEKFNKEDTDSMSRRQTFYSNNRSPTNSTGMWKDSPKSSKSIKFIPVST
MEKK2 WT-MEK5: modulators of MEK5 binding to wildtype MEKK2, primary screen, biochemical, multiplex bead flow cytometry, Alexa488-MEK5 | Alexa488-MEK5 binding to MEKK2 WT; actives lie on both sides | Mitogen-activated protein kinase kinase kinase 2 (Homo sapiens), Q9Y2U5 | 1.1% of 290,000 active | binding response (% of control), % at 10 µM; in the data active = binding response below about 67% or above about 130%
OXTR ag: human OXTR agonists, primary screen, fluorescence, CHO-OTR cells, Fluo-8 calcium | 0.32% of 320,000 active | Oxytocin receptor (Homo sapiens), P30559 | AID 2435, 2010 | Fluo-8 calcium fluorescence; normalized: DMSO 0%, oxytocin 100% | activation, % at 3 µM;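 active = activation above the mean of all tested compounds plus 3 SD, cutoff set per screening run, cut at about 20% in these data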;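 also: peak over basal fluorescence ratio from a 100 s FLIPR kinetic read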
GPR7 antagonist: GPR7 receptor antagonists, primary screen, cell-based, fluorescence, single concentration; 1.1% of 290,000 active; inhibition, % at 4.4 µM; Neuropeptides B/W receptor type 1 (Homo sapiens), P48145; GPR7-expressing cells, fluorescence antagonist assay; in the data active = inhibition above about 16%, passing the limit was not always enough;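 also: cells stimulated with the agonist NPW; 0% = agonist with vehicle and 100% = vehicle without agonist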
Target sequence (P48145 whole entry, looked up): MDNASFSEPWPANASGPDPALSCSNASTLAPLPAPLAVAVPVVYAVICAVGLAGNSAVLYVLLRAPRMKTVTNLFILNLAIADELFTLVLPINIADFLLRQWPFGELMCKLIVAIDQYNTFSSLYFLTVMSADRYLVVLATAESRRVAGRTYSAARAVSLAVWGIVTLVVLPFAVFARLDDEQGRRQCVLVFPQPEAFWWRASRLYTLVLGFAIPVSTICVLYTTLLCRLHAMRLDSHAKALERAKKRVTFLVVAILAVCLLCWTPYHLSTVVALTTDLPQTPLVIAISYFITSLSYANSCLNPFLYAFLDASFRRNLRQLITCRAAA
M18AAP inhibitor: PfM18AAP inhibitors, malaria aminopeptidase, primary screen, biochemical, QFRET, recombinant enzyme; M18 aspartyl aminopeptidase (Plasmodium falciparum 3D7); H-Glu-NHMec fluorogenic cleavage; inhibition, % at 7.35 µM; 1.2% of 290,000 active; AID 1822, 2009;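 active = inhibition above the campaign mean inhibition over all tested compounds plus 3 SD, cut at about 28% in these data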;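 also: 0% = plate median of test compound wells and 100% = 2 mM ZnCl2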
NALP1 inh: NALP1 inflammasome inhibitors in reconstituted yeast, colorimetric, S. cerevisiae, triplicate retest | S. cerevisiae NALP1/ASC/caspase-1 growth, X-gal OD620, 72 h | inhibition, % at 10 µM | 0.61% of 280,000 active; in the data active = inhibition mostly above about 24%, no sharp cut-off; inactive = mostly below about 32%; also: some compounds called inactive have numbers as strong as hits
* hit, by the source's call; · = no result given.

| Compound | MEKK2mut PB1 HTS | GalR3 antag | OXTR potentiator | V1aR counter | MEKK2 WT-MEK5 | OXTR ag | GPR7 antagonist | M18AAP inhibitor | NALP1 inh |
| --- | --- | --- | --- | --- | --- | --- | --- | --- | --- |
| COc1ccc(Br)cc1CN(C)C(=O)c1ccc2c(c1)NC(=O)C(C)S2 (configuration not stated) | -2.0 | 1.0 | -5.3 | 0.6 | 101.0 | 2.9 | -2.6 | -7.8 | -4.0 |
| CN(CC(=O)NCCN1CCN(c2ccccc2)CC1)S(=O)(=O)c1ccc2c(c1)CCC(=O)N2 | 1.0 | 0.5 | 1.3 | -0.3 | 110.0 | 0.6 | 9.4 | 11.9 | 11.3 |
| O=C(NCCc1ccncc1)Nc1cccc(Cl)c1 | 1.0 | 0.1 | -13.4 | 1.5 | 103.0 | -0.1 | -4.0 | -2.5 | 6.4 |
| COc1ccccc1N1CCN(CC(=O)Nc2ccc(-n3cnnn3)cc2)CC1 | 4.0 | 0.7 | -7.0 | 2.0 | 103.0 | -0.2 | 0.4 | -7.5 | 8.4 |
| CCOCCCNC(=O)C1CCN(S(=O)(=O)N(CC(C)C)CC(C)C)CC1 | 1.0 | -5.8 | -5.8 | -1.1 | 96.0 | -1.7 | -6.1 | 3.1 | · |
| Cc1cccc(N2C(=O)CN=C2Nc2nc(C)cc(C)n2)c1 | 3.0 | -0.5 | -1.0 | 0.1 | 107.0 | -0.2 | -1.8 | 7.8 | 10.1 |
| CCOc1cc(-c2nccc3cc(OC)c(OC)cc23)cc(OCC)c1OCC | 7.0 | 7.0 | 4.7 | -0.2 | 109.0 | -1.7 | -34.6 | 2.3 | -5.6 |
| Cc1nc(CNS(=O)(=O)c2ccc(Br)cc2)cs1 | 6.0 | -7.0 | -4.0 | 0.3 | 105.0 | -0.1 | -3.1 | -5.4 | 11.9 |
| CSc1ccc(CN(C)C(=O)CCNS(=O)(=O)c2ccc(C)c(C)c2)cc1 | · | -3.3 | -17.1 | 3.6 | · | 0.1 | · | · | · |
| Cc1cc(C)c(-n2c(O)c(C=NCCN3CCOCC3)c(=O)[nH]c2=O)c(C)c1 | -5.0 | -3.4 | -19.3 | -0.8 | 97.0 | -0.4 | -8.7 | -0.8 | -4.4 |
| O=C(O)CC(NC(=O)C12CC3CC(CC(C3)C1)C2)c1ccc2c(c1)OCO2 (configuration not stated) | 6.0 | 0.2 | 1.6 | 1.4 | 102.0 | -0.3 | -18.1 | -7.5 | -3.3 |
| CS(=O)(=O)N1CCc2cc(-c3csc(NC(=O)Cc4ccccc4)n3)ccc21 | -3.0 | -4.2 | -8.5 | 2.9 | 100.0 | 3.3 | -6.9 | 6.7 | -8.3 |
| Cc1cc(Cl)c(S(=O)(=O)NCC2CCCO2)cc1OCC(N)=O (configuration not stated) | 8.0 | 1.0 | -2.8 | -0.3 | 112.0 | 0.7 | -12.2 | 2.3 | -4.3 |
| O=C(c1ccc(S(=O)(=O)N2CCOCC2)cc1)N1CCc2ccccc21 | 7.0 | -8.2 | -16.6 | 0.6 | 105.0 | 0.3 | -5.1 | -1.7 | 22.2 |
| Cc1cnc(NC(=O)Nc2ccccc2)c(C)n1 | 11.0 | -6.8 | -3.9 | 0.3 | 103.0 | 0.6 | 1.5 | -3.4 | 9.8 |
| Cc1cc(C)n2cc(CSc3ccc(Cl)cc3)nc2n1 | -13.0 | -8.3 | -0.4 | -0.3 | 99.0 | 0.5 | -4.1 | -4.3 | -15.9 |
| Cc1ccc(/C=N/n2c(C)cc(C)c(C#N)c2=O)o1 | -4.0 | -1.9 | -5.2 | -0.3 | 86.0 | -0.2 | 1.1 | -5.8 | 11.5 |
| O=C(Nc1nnc(Cc2ccc(F)cc2)s1)Nc1ccccc1F | 2.0 | 1.2 | -4.8 | -0.1 | 107.0 | 0.1 | 3.5 | -7.4 | 14.1 |
| CCOC(=O)N1CCN(S(=O)(=O)c2ccc(OC)cc2)CC1 | -4.0 | -2.3 | -4.9 | 9.3 | 99.0 | 1.5 | -0.9 | -2.2 | 13.4 |
| COc1ccccc1N1C(=O)C(Cl)=C(N2CCCC2)C1=O | 8.0 | -10.1 | -7.5 | -0.8 | 103.0 | -1.6 | -1.9 | 4.4 | 0.7 |
| O=C(NCCSc1ccccc1)c1ccc(Br)cc1 | 0.0 | 1.4 | -4.1 | 1.1 | 102.0 | -2.9 | -7.1 | -2.5 | 32.7 |
| CC(=O)NCCOc1nc(N(C)C)nc(N2CCCCC2)n1 | -2.0 | -3.8 | -0.3 | 1.2 | 94.0 | 0.1 | -6.1 | -12.2 | 7.9 |
| CCN(CC)c1ccc(-c2nn3c(-c4ccccc4OC)nnc3s2)cc1 | -11.0 | · | -7.7 | -1.2 | 88.0 | -1.1 | 0.4 | 0.1 | 12.1 |
| CCOC(=O)c1c(NC(=O)COC(=O)Cn2c(C)nc3ccccc32)sc2c1CCCC2 | 3.0 | -11.0 | -4.7 | 1.0 | 103.0 | -1.5 | -2.0 | 5.0 | -16.9 |
| CC(=O)N1CCN(S(=O)(=O)c2cccc(C(=O)OCC(=O)N(Cc3ccccc3)C(C)(C)C)c2)CC1 | · | -4.0 | -3.3 | 1.5 | · | 1.4 | · | · | · |

Single values from the results shown:
CCOC(=O)N1CCN(S(=O)(=O)c2ccc(OC)cc2)CC1 in GalR3 antag: -2.3
CCN(CC)c1ccc(-c2nn3c(-c4ccccc4OC)nnc3s2)cc1 in V1aR counter: -1.2

Additional results follow:
| Compound | MEKK2mut PB1 HTS | GalR3 antag | OXTR potentiator | V1aR counter | MEKK2 WT-MEK5 | OXTR ag | GPR7 antagonist | M18AAP inhibitor | NALP1 inh |
| --- | --- | --- | --- | --- | --- | --- | --- | --- | --- |
| Cc1ccccc1OCc1nc2ccccc2c(=O)n1/N=C/c1cn[nH]c1-c1ccccc1 | -1.0 | -0.4 | -12.2 | 0.9 | 103.0 | 2.1 | -4.6 | 0.6 | 22.5 |
| CCC(Oc1ccccc1OC)C(=O)N1CC(=O)Nc2ccccc21 (configuration not stated) | -4.0 | -10.2 | -3.1 | 0.4 | 96.0 | 2.0 | 7.3 | -14.0 | 5.2 |
| Cc1ccc(NC(=O)CSc2nnc(-c3n[nH]c4ccccc34)n2-c2ccccc2)c(C)c1 | -1.0 | 3.5 | -2.0 | -0.3 | 94.0 | 0.0 | -7.2 | -0.6 | 26.4 |
| CCCNC(=O)c1oc2ccc3c(c2c1C)C=CC(C)(C)O3 | 5.0 | -9.6 | -14.0 | -0.8 | 103.0 | -1.4 | -3.4 | -2.2 | 27.0 |
| CCOc1nc(-c2ccccc2)ccc1-c1noc(-c2ccncc2)n1 | 4.0 | 0.6 | -8.5 | 1.9 | 107.0 | -0.8 | -11.5 | -1.7 | 8.4 |
| Cc1ccc2c(=O)cc(C(=O)NCc3ccccc3)oc2c1C | 1.0 | 5.0 | -2.0 | -0.6 | 102.0 | -1.5 | 10.6 | -2.3 | 2.7 |
| Cc1ccc(C)c(OCC(=O)NNC(=O)CCN2CCN(c3ccccc3)CC2)c1 | · | -4.6 | 3.8 | 0.9 | · | 0.4 | · | · | · |
| Cn1cnnc1SCC(=O)Nc1nc(-c2ccc(F)cc2)cs1 | -44.0 | -3.7 | -15.0 | -0.2 | 101.0 | -0.3 | 9.1 | -0.7 | 19.1 |
| O=C(O)c1ccc(S(=O)(=O)N2CCC(NC(=O)C3CCCCC3)CC2)cc1 | 0.0 | -8.3 | -5.1 | -0.1 | 96.0 | -0.3 | -4.9 | 2.7 | 7.2 |
| O=C1CC(NCc2ccncc2)C(=O)N1c1ccccc1 (configuration not stated) | 4.0 | -2.9 | -13.3 | -0.9 | 105.0 | -0.2 | -12.8 | -6.8 | -15.4 |
| O=c1[nH]ncc(N2CCN(C(c3ccccc3)c3ccccc3)CC2)c1Cl | -2.0 | -4.3 | -4.8 | -0.7 | 97.0 | -1.5 | -14.8 | 1.2 | 40.3 |
| C=CCOc1nc2c(c(=O)n(Cc3ccc(Cl)c(Cl)c3)c(=O)n2C)n1C | -2.0 | -0.6 | -9.0 | 0.5 | 95.0 | -1.9 | -9.9 | -0.8 | · |
| CCOc1ccccc1NC(=O)NC1CCN(CC(=O)Nc2ccc3c(c2)OCCO3)CC1 | -7.0 | -2.4 | -6.7 | -0.1 | 82.0 | -0.8 | 17.6 | 0.9 | -0.7 |
| Cc1nc(N2CCOCC2)nc(Oc2ccccc2F)c1[N+](=O)[O-] | -13.0 | -8.1 | -3.0 | -1.3 | 74.0 | 1.9 | -28.0 | -8.2 | -2.4 |
| Cc1cc(C)c2nc(N3CCC(C(=O)N4CCN(C(=O)c5ccco5)CC4)CC3)sc2c1 | -3.0 | -4.1 | -12.7 | 1.1 | 97.0 | 1.7 | -3.7 | -3.1 | 15.6 |
| Cc1ccccc1OCCNC(=O)/C=C/c1ccc([N+](=O)[O-])cc1 | -1.0 | -3.7 | -0.6 | 5.2 | 106.0 | -1.4 | 9.8 | -1.9 | 16.0 |
| Cc1cccc(N(C)C(=O)c2cc3c(=O)[nH]c4ccc(C)cc4c3s2)c1 | -6.0 | -6.1 | -0.7 | -1.1 | 93.0 | 0.6 | -14.2 | -0.6 | · |
| Cn1ccnc1Sc1ccc(/C=N/NC(=O)c2ccccc2[N+](=O)[O-])cc1[N+](=O)[O-] | 1.0 | -1.2 | -13.5 | -0.2 | 100.0 | 0.5 | -6.5 | -3.5 | 0.9 |
| CCCn1c(N)c(CC)c(=O)[nH]c1=O | -2.0 | -3.8 | -3.3 | -0.4 | 101.0 | 1.3 | -14.9 | -3.2 | 0.4 |
| Cc1nn(Cc2ccc(Cl)c(Cl)c2)c(C)c1NC(=O)c1cc(C2CC2)on1 | 6.0 | 0.4 | -8.0 | 5.3 | 105.0 | 1.8 | 5.9 | -2.5 | 35.0 |
| CCn1cc(C(=O)NCCN(CC(C)C)CC(C)C)c(=O)c2cc(S(=O)(=O)N3CCOCC3)ccc21 | -16.0 | -8.7 | -0.3 | 0.5 | 90.0 | -0.7 | 3.1 | 4.1 | 24.0 |
| CCN(CC)CCNC(=O)CNC(=O)c1nn(-c2ccc(OC)cc2)c(=O)c2ccccc12 | 1.0 | -8.2 | -19.7 | 0.3 | 102.0 | -0.2 | 22.9 | 13.6 | 9.0 |
| COc1ccc(C2=NN(CN3C(=O)C(=O)c4ccccc43)C(c3ccc(Br)cc3)C2)cc1 (configuration not stated) | 2.0 | 0.5 | -1.8 | -1.0 | 95.0 | -0.2 | -1.7 | 0.0 | 7.4 |
| O=C(COC(=O)Cc1ccccc1F)Nc1ccc(SC(F)F)cc1 | -2.0 | 1.5 | -6.5 | 3.7 | 102.0 | -0.3 | -4.0 | -1.5 | 39.8 |
| CCOc1ccc(NC(=O)CCSc2ccc3ccccc3n2)cc1 | 3.0 | 9.6 | -5.8 | -1.2 | 106.0 | -2.9 | -1.5 | -1.8 | 16.6 |
